# Source: PubChem
# GSH fluor: GSH bead compound fluorescence profile. 190,000 tested, 0.25% active. GSH beads flow cytometry, compound fluorescence 488/530 nm; stronger effect = higher value. AID 1776. fluorescence (KMESF) at 10 µM; in the data active = fluorescence above about 89;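 also: glutathione beads carrying GST-tagged Bcl family fusion proteins plus one bare bead set; values are compound well signal with DMSO vehicle wells as background; inactives centre near 16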
# ABCG2 inh: inhibitors of human ABCG2 transporter, ABCB1 counter-screen. AID 1325. IgMXP3 cells, JC-1 efflux, flow cytometry. Q9UNQ0. inhibition, % at 6.6 µM. 190,000 tested, 0.1% active;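 active = inhibition above 80%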;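 also: 0% = DMSO and 100% = nicardipine control wells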
# Target sequence (Q9UNQ0 whole entry, looked up): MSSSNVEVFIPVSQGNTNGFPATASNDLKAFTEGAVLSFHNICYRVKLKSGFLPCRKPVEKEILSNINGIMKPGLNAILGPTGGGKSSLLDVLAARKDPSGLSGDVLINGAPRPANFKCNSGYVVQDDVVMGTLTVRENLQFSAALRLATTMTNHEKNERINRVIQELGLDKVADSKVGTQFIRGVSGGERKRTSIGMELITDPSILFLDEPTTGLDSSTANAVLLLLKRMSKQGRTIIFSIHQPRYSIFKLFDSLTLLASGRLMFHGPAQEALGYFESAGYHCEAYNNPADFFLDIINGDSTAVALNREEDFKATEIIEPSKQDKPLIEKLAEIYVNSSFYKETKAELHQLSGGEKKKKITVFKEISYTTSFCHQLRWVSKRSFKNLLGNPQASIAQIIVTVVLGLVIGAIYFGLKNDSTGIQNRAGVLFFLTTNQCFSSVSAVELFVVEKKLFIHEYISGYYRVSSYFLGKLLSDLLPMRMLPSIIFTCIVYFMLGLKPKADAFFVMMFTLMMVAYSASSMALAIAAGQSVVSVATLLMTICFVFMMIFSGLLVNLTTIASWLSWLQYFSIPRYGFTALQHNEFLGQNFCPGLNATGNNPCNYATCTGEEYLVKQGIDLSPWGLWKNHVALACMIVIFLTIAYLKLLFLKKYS
#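 System: two drug-resistant human cell lines, ABCG2 and ABCB1; controls: nicardipine high and DMSO low controls; times: 10 min exposure at 25 °C with rotation, no wash; detection: flow cytometry of retained JC-1 fluorescence; read-out basis: percent efflux inhibition, scaled nicardipine 100% to DMSO 0%; doses: one concentration, 6.6 µM final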
# Bfl-1 Bim block: disrupts Bim binding to human Bfl-1 | Bead-based flow cytometry, Bim-Bfl-1 binding inhibition | inhibition, % at 10 µM | 190,000 tested, 0.12% active;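 also: 0% = wells without compound plus tracer and 100% = blocker peptide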
# Bcl-W Bim block: human Bim-Bcl-W interaction inhibition | bead-based flow cytometry, Bim peptide-Bcl-W binding | 190,000 tested, 0.02% active | inhibition, % at 10 µM;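 also: 0% = bound tracer without compound and 100% = peptide blocker; higher means less fluorescent Bim peptide bound to Bcl-W beads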
# Target sequence (Q92843 whole entry, looked up): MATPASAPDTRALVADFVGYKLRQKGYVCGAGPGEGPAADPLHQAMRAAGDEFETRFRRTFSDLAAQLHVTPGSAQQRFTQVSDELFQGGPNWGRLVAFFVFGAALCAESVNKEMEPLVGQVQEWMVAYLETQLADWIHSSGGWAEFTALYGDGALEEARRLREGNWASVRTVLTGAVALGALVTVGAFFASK
# Bcl-XL Bim block: disrupts Bim peptide binding to human Bcl-XL; Q07817; bead flow cytometry, fluorescence; inhibition, % at 10 µM; 190,000 tested, 0.04% active
# Target sequence (Q07817 whole entry, looked up): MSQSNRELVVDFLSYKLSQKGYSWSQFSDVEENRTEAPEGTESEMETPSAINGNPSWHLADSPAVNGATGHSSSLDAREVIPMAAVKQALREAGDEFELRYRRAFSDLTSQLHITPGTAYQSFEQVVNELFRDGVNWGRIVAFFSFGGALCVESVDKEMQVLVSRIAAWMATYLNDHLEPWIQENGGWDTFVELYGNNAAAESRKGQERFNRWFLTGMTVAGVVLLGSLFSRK
# Bim-Bcl-2: human Bim-Bcl-2 interaction inhibition. P10415. Bead-based flow cytometry, Bim peptide-Bcl-2 binding. inhibition, % at 10 µM. 190,000 tested, 0.06% active; in the data active = inhibition above about 40%; inconclusive = no clear call, values can overlap the other calls;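 also: 0% = no compound wells with probe peptide and 100% = reference peptide inhibitor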
# RGS7-Gao: human RGS7-Galphao interaction regulation. P09471. Multiplexed bead flow cytometry, RGS7-Galphao binding; actives lie on both sides. binding response (% of control), % at 10 µM. 220,000 tested, 0.35% active. AID 1439; in the data active = binding response below about 49% or above about 150%; inconclusive = no clear call, values can overlap the other calls; inactive = in between;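 also: fluorescent Galphao held in activated GDP-AlF4 state binding bead-coupled RGS7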
# ABCB1 block: inhibitors of human ABCB1 transporter, ABCG2 counter-screen. CCRF-Adr cells, JC-1 efflux, flow cytometry. P08183. 190,000 tested, 0.067% active. inhibition, % at 6.6 µM. AID 1326; in the data active = inhibition above about 40%;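 also: 0% = vehicle and 100% = reference inhibitor; higher value means more JC-1 retained so stronger ABCB1 efflux block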
# RGS4-Gao reg: human RGS4-Galphao interaction regulation. 220,000 tested, 0.33% active. binding response (% of control), % at 10 µM. P09471. Multiplexed bead flow cytometry, RGS4-Galphao binding; actives lie on both sides; in the data active = binding response below about 49% or above about 150%; inactive = in between;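 also: fluorescent Galphao activated with aluminum fluoride binding bead-coupled RGS4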
# Bim-Bcl-B: disrupts Bim peptide binding to human Bcl-B; bead-based flow cytometry; inhibition, % at 10 µM; 190,000 tested, 0.073% active; AID 951;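 also: 0% = tracer peptide without compound and 100% = reference inhibitor peptide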
# Avidin bead fluor: compound fluoresces at 488/530 nm on avidin beads; compound fluorescence 488/530 nm, flow cytometry; stronger effect = higher value; fluorescence (KMESF) at 10 µM; 220,000 tested, 0.38% active; in the data active = fluorescence above about 47; also: inactives centre near 10
# * hit, by the source's call; ? = inconclusive; [ ] = dose if it differs, or a comment. Rule as the data show it, unless noted: active = inhibition above about 40%. Compounds were not picked by outcome; about 1.3% have a hit in one of these screens.
SMILES,GSH fluor,ABCG2 inh,Bfl-1 Bim block,Bcl-W Bim block,Bcl-XL Bim block,Bim-Bcl-2,RGS7-Gao,ABCB1 block,RGS4-Gao reg,Bim-Bcl-B,Avidin bead fluor
Cc1ccc(S(=O)(=O)NC(C)(C)CSc2nncn2N)cc1,32,-3,-18,-2,-6,-7,100,0.4,99,-7,19
O=C(O)CSc1cccc[n+]1[O-],32,10,-16,0,-9,-11,103,0.7,103,-10,13
COc1ccc(/C=C2\SC(=O)N(CCNC(=O)Cn3cnnn3)C2=O)cc1,11,1,-2,-5,-3,-3,99,0.2,98,-5,6
Cc1nn(-c2ccccc2)c(C)c1C(=O)OC/C(O)=C(\C#N)c1nc2ccccc2[nH]1,16,0,0,-5,-2,-1,97,0.1,100,-1,31
COc1ccc(NS(=O)(=O)c2ccc3oc(SC4CCOC4=O)nc3c2)cc1 (stereo unspecified),37,1,-9,1,-8,-9,95,0.2,89,-6,7
COC(=O)c1cc(OC)c(OC)cc1NC(=O)c1ccc(OC)c(OC)c1,40,6,-11,2,0,-9,98,2.9,104,-5,7
CNC(=O)c1ccc2nc(NC(C)=O)sc2c1,33,12,-16,-4,-11,-10,97,0.3,101,-16,11
Cc1cc(C)n(Cc2ccc(C(=O)Nc3ccc(Br)cc3C)o2)n1,22,26,0,0,-4,2,99,1.1,100,-3,13
O=c1c2ccccc2nc(SCc2ccccc2)n1Cc1ccco1,78,5,-11,0,0,-4,96,0.3,101,-4,8
Cn1nc(C(=O)Nc2cccc(C(F)(F)F)c2)ccc1=O,31,2,-13,-5,-5,-6,94,0.3,93,-8,6
O=S(=O)(Nc1cc(Sc2cccc3cccnc23)c(O)c2ccccc12)c1ccccc1,5,3,13,10,26,9,83,1.0,96,12,9
CC(C)CNc1oc(-c2ccccc2Cl)nc1C#N,10,65,-2,0,-2,-4,96,5.3,100,-3,8
CC(=O)c1c(C)[nH]c(C(=O)COC(=O)C2CC2)c1C,16,3,-5,-2,0,-5,94,-1.9,94,-3,10
CS(=O)(=O)c1ccc2nc(NC(=O)CN3CCCCCC3)sc2c1,34,5,-11,-2,1,-11,102,0.7,100,-7,12
CC(C)NC(=O)C1CCN(C2CCN(Cc3nc4ccccc4s3)CC2)CC1,15,1,-4,0,0,-4,101,0.5,105,-5,11
Brc1ccc(NCc2nnc3n2CCCCC3)cc1,27,3,-11,-5,-6,-4,96,0.0,97,0,19
CCCC(=O)NC(=S)Nc1cccc(Cl)c1N1CCCCC1,37,16,-15,-5,-16,-11,97,0.5,100,-15,8
Cc1nn(-c2ccccc2)c(Cl)c1/C=N/O,24,8,-3,-2,-5,-5,94,1.4,96,-3,6
O=C(CSc1nnc(-c2ccoc2)o1)N1CCOCC1,29,11,0,0,3,2,107,1.1,106,1,12
O=C1CC(C(=O)NC2CCCCC2)C(c2ccccc2)O1 (stereo unspecified),12,2,-12,0,-5,-11,100,0.6,100,-8,10
COc1ccccc1Nc1nnc(SCc2nnc(-c3cc(OC)c(OC)c(OC)c3)o2)s1,9,0,1,-1,-8,-1,100,0.9,103,-12,5
CNC(=S)N/N=C/c1cn(CCOc2ccccc2OC)c2ccccc12,12,11,-5,-7,-9,-9,102,0.6,103,-11,11
Cc1ccc(-c2nc(C#N)c(NCc3ccco3)o2)cc1,20,0,-10,0,-1,-2,103,0.1,102,-2,6
S=C1NCCOCCOCCNC(=S)N2CCOCCOCCN1CCOCCOCC2,25,1,-2,0,-1,-1,106,0.8,103,-1,10
C=C(C)CC(NCCc1ccccc1)c1ccco1 (stereo unspecified),14,1,-6,-4,-4,-4,135,0.3,156*[activator],-4,15
CC(C)c1ccc(C(=O)Nc2ccc(N3CCOCC3)cc2)cc1,23,12,5,5,1,1,94,0.0,96,1,4
CN(CCc1ccccn1)C(=O)CCc1nnc(CCCc2ccccc2)o1,14,2,-6,-1,0,-5,101,0.6,103,-11,11
COc1ccc(NC(=O)c2ccc(COCC(F)(F)C(F)F)cc2)cc1OC,18,4,-17,-5,-7,-6,98,0.3,98,-9,13
Clc1ccc(-c2nnc(SCc3nc(-c4ccccc4)no3)o2)cc1,25,0,-9,-3,-4,-5,78,0.1,84,-6,3
COCC1CCN(Cc2cn(Cc3ccccc3)nc2-c2cc3ccccc3o2)CC1,51,0,-11,0,-6,-6,97,0.8,99,-7,10

# Sorted by molar mass (largest number first): part of the list above.
SMILES,GSH fluor,ABCG2 inh,Bfl-1 Bim block,Bcl-W Bim block,Bcl-XL Bim block,Bim-Bcl-2,RGS7-Gao,ABCB1 block,RGS4-Gao reg,Bim-Bcl-B,Avidin bead fluor
CN(CCc1ccccn1)C(=O)CCc1nnc(CCCc2ccccc2)o1,14,2,-6,-1,0,-5,101,0.6,103,-11,11
Clc1ccc(-c2nnc(SCc3nc(-c4ccccc4)no3)o2)cc1,25,0,-9,-3,-4,-5,78,0.1,84,-6,3
CCCC(=O)NC(=S)Nc1cccc(Cl)c1N1CCCCC1,37,16,-15,-5,-16,-11,97,0.5,100,-15,8

# Further records:
SMILES,GSH fluor,ABCG2 inh,Bfl-1 Bim block,Bcl-W Bim block,Bcl-XL Bim block,Bim-Bcl-2,RGS7-Gao,ABCB1 block,RGS4-Gao reg,Bim-Bcl-B,Avidin bead fluor
CCCN1C(=O)/C(=C/c2ccc(C)o2)SC1=Nc1ccc(OCC)cc1,32,2,7,7,-5,5,94,0.5,94,0,4
O=C(O)C1CCCCC1C(=O)Nc1ccc(F)c(F)c1 (stereo unspecified),16,6,-15,-2,-5,-7,98,0.1,99,-6,18
Cc1oc2ccc(Br)cc2c(=O)c1-c1nn[nH]n1,14,2,-4,0,0,-2,107,0.0,101,-3,10
CCCOc1ccc(C2c3c(oc4ccccc4c3=O)C(=O)N2CCCN2CCOCC2)cc1 (stereo unspecified),5,1,-7,3,0,-3,94,0.8,95,-3,7
CS(=O)(=O)N1CCC(C(=O)Nc2c(F)cccc2F)CC1,29,2,-8,2,-6,-1,101,0.3,96,-5,4
Cc1ccc([N+](=O)[O-])cc1NC(=O)C(C)N1CCCCC1 (stereo unspecified),20,8,3,0,1,0,104,0.8,103,0,6
COc1ccc(OC)c(NC(=O)CN(c2ccc(OC)c(Cl)c2)S(C)(=O)=O)c1,40,1,-13,3,1,-11,97,0.5,102,-11,4
Cc1cccc(CCNC(=O)c2cc(=O)[nH]c3ccc(Br)cc23)c1,11,8,0,-6,-13,-7,103,0.1,106,-9,20
COc1cc(NS(=O)(=O)c2ccc(NC(=O)c3ccc(S(=O)(=O)N4CCCCC4)cc3)cc2)ncn1,15,-1,4,-2,0,2,107,-0.4,107,-1,11
Cc1nn(-c2ccccc2)c(C)c1/C=N/NC(=O)c1cc(-c2cccc3ccccc23)n[nH]1,11,14,-2,-4,-9,-5,102,2.2,100,-10,18
CC(C)NC(=O)NC(=O)COC(=O)CCOc1ccccc1,29,4,-19,-2,-4,-13,95,0.4,96,-8,15
CCOC(=O)c1ccc(NC(=O)CCSCCc2ccccn2)cc1,9,11,-7,-4,-7,-3,105,0.4,107,-7,12
CN1CCN(C(=S)c2cn(Cc3ccccc3F)c3ccccc23)CC1,14,-1,-5,-2,-4,-4,123,0.8,136,-6,11
COc1ccccc1NC(=O)C(=O)NCC1COc2ccccc2O1 (stereo unspecified),17,0,0,-1,0,-1,104,0.0,106,-1,11
CNC(=O)N(c1ccccc1)c1ccccc1,37,0,-5,-3,-4,-3,103,0.5,102,-6,12

# For reference, twelve of the compounds above:
SMILES,GSH fluor,ABCG2 inh,Bfl-1 Bim block,Bcl-W Bim block,Bcl-XL Bim block,Bim-Bcl-2,RGS7-Gao,ABCB1 block,RGS4-Gao reg,Bim-Bcl-B,Avidin bead fluor
Cc1ccc(S(=O)(=O)NC(C)(C)CSc2nncn2N)cc1,32,-3,-18,-2,-6,-7,100,0.4,99,-7,19
O=C(O)CSc1cccc[n+]1[O-],32,10,-16,0,-9,-11,103,0.7,103,-10,13
COc1ccc(/C=C2\SC(=O)N(CCNC(=O)Cn3cnnn3)C2=O)cc1,11,1,-2,-5,-3,-3,99,0.2,98,-5,6
Cc1nn(-c2ccccc2)c(C)c1C(=O)OC/C(O)=C(\C#N)c1nc2ccccc2[nH]1,16,0,0,-5,-2,-1,97,0.1,100,-1,31
COc1ccc(NS(=O)(=O)c2ccc3oc(SC4CCOC4=O)nc3c2)cc1 (stereo unspecified),37,1,-9,1,-8,-9,95,0.2,89,-6,7
COC(=O)c1cc(OC)c(OC)cc1NC(=O)c1ccc(OC)c(OC)c1,40,6,-11,2,0,-9,98,2.9,104,-5,7
CNC(=O)c1ccc2nc(NC(C)=O)sc2c1,33,12,-16,-4,-11,-10,97,0.3,101,-16,11
Cc1cc(C)n(Cc2ccc(C(=O)Nc3ccc(Br)cc3C)o2)n1,22,26,0,0,-4,2,99,1.1,100,-3,13
O=c1c2ccccc2nc(SCc2ccccc2)n1Cc1ccco1,78,5,-11,0,0,-4,96,0.3,101,-4,8
Cn1nc(C(=O)Nc2cccc(C(F)(F)F)c2)ccc1=O,31,2,-13,-5,-5,-6,94,0.3,93,-8,6
O=S(=O)(Nc1cc(Sc2cccc3cccnc23)c(O)c2ccccc12)c1ccccc1,5,3,13,10,26,9,83,1.0,96,12,9
CC(C)CNc1oc(-c2ccccc2Cl)nc1C#N,10,65,-2,0,-2,-4,96,5.3,100,-3,8

# Following part.
SMILES,GSH fluor,ABCG2 inh,Bfl-1 Bim block,Bcl-W Bim block,Bcl-XL Bim block,Bim-Bcl-2,RGS7-Gao,ABCB1 block,RGS4-Gao reg,Bim-Bcl-B,Avidin bead fluor
O=C(Nc1nc(-c2ccccc2)cs1)C1CCCN(S(=O)(=O)c2cccc([N+](=O)[O-])c2)C1 (stereo unspecified),8,2,0,-2,1,0,94,0.7,98,-2,6
Cc1ccc(OCC(=O)Nc2ccccc2F)cc1C,9,3,8,4,1,3,97,0.4,99,4,8
Cc1ccsc1C1C2=C(CCCC2=O)Nc2ncnn21 (stereo unspecified),25,1,-11,0,-1,-7,99,0.5,99,-5,14
CCOC(=O)Nc1ccc(S(=O)(=O)N2CCC(C)CC2)cc1,13,6,-3,0,-2,3,103,0.5,102,-4,10
NC(=O)COC(=O)CSc1cccc2cccc(Cl)c12,9,7,-9,0,-1,-3,?,0.9,101,-2,12
CC1CCCC(NC(=O)COC(=O)c2ccc(N(C)C)cc2)C1C (stereo unspecified),11,5,-2,1,-1,-5,104,0.4,101,-1,37
CC(=O)Nc1ccc(C(=O)OCc2ccc(Cl)c(Cl)c2)cc1,5,0,0,-1,-4,-2,102,-0.2,102,-2,12
CCc1nnc(NC(=O)CSc2nnc3c(C)cc4c(C)ccc(C)c4n23)s1,10,9,-7,-4,-10,-4,101,0.3,101,-6,24
O=C(O)C1C(c2ccccc2)C(C(=O)Oc2ccccc2)C1c1ccccc1 (stereo unspecified),40,0,-9,-2,-3,-6,110,0.0,113,-8,7
O=C(NNc1ccccc1[N+](=O)[O-])Nc1ccc(F)cc1,19,13,-4,-8,-14,-2,104,0.3,106,-10,3
CCOc1ccc(N(C(=O)CNC(=O)c2cccs2)C(C(=O)NCC2CCCO2)c2ccc(OC)c(OC)c2)cc1 (stereo unspecified),17,3,-3,-2,-2,0,101,0.8,102,-2,10
COC(=O)c1nc(NC(=O)c2ccccc2)n[nH]1,13,10,1,0,2,-3,102,1.2,96,1,28
Cc1cc2cc(CNC(=O)c3ccc(S(=O)(=O)N(C)C)cc3)ccc2n1C,26,1,-9,4,-2,-4,101,0.4,102,-4,8
